S-ASM inh: Inhibitors of Secretory Acid Sphingomyelinase (S-ASM): qHTS; placental ASM, HMU-PC fluorogenic substrate, 60 min; Potency, µM (series often up to 57.5 µM), without a hit: at the highest dose activity change, negative = inhibition, actives largely listed as inhibitors; 340,000 tested, 0.006% active; Sphingomyelin phosphodiesterase (Homo sapiens), P17405; also: potency is read from the fitted curve at half-maximal effect
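qHTS format. ASM enzyme prepared from human placenta hydrolyses the fluorogenic substrate HMU-PC0 (9 uM final) over 60 min at 37 °C after a 10 min compound preincubation.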
AT treatment: qHTS Assay for Identifying a Potential Treatment of Ataxia-Telangiectasia; Potency, µM (doses to about 57.5 µM), inactives show top-dose activation, hits mostly activators; […] A-T fibroblasts, KAP-1 phosphorylation AlphaLISA; neocarzinostatin DNA damage 30 min before lysis; 320,000 tested, 0.19% active; also: potency is read from the fitted curve at half-maximal effect; % of control where 0% means no effect; nearly all actives have a fitted effect of over 45% in size
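hTERT-immortalized A-T patient fibroblasts ([…]), 500 cells/well in OPTI-MEM, 1% FBS, got compounds for 60 min, then NCS for 30 min at 37C. Lysates were then assayed for phospho-KAP-1 by AlphaLISA (anti-pKAP1 donor, anti-KAP1 acceptor beads), 6 hr at 25C.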
TSHR antagonist: Antagonists of the Thyroid Stimulating Hormone Receptor: HTS campaign | TSHR-expressing cells, TSH-stimulated cAMP HTRF, 2 h; active compounds read low | 330,000 tested, 0.2% active | activity change, negative = inhibition, % at 11.5 µM | Thyrotropin receptor (Homo sapiens), P16473;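 active = activity change below a set negative limit, meaning inhibition stronger than a set level, cut at about -70% in these data; inconclusive = activity change between two set negative limits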; also: % is scaled to controls: 0 for no effect and ±100 for the full control effect
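Read-out is FRET at 665 nm (cryptate excitation 337 nm) from a cryptate-tagged anti-cAMP antibody, competed by cell cAMP against cAMP-d2. Compounds are tested on freshly harvested TSHR cells challenged with 4nM TSH (EC80) for 2 hours at 37 deg C.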
ELG1 DNA repair: qHTS screen for small molecules that inhibit ELG1-dependent DNA repair in human embryonic kidney (HEK293T) cells expressing luciferase-tagged ELG1; HEK293T ELG1-luciferase reporter, luminescence, 16 h; DNA damage induced by 5-fluorouridine; Potency, µM (series often up to 46.1 µM), for inactives: at the top dose activity change, negative = inhibition, usual class: inhibitors; AID 504467, 2011; 330,000 tested, 2.3% active; also: potency is read from the fitted curve at half-maximal effect; % is scaled to controls: 0 for no effect and ±100 for the full control effect; nearly all actives have a fitted effect of over 55% in size
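Luminescence from the luciferase reporter, measured 30 min after ONE-Glo reagent at room temperature, was the read-out. Beforehand, 2,000 cells per well were exposed for 16 hr at 37 °C to 5-fluorouridine together with compound or vehicle.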
BCR signal inh: qHTS Assay to Find Inhibitors of Chronic Active B-Cell Receptor Signaling; Potency, µM (doses to about 46.1 µM), inactives show at the top dose ratio change, negative = lower green/red ratio, most hits filed as inhibitors; ABC-DLBCL IkBa-CBG/CBR reporter, luminescence ratio, 4 h; 340,000 tested, 0.05% active; active = well fitted inhibition curve with a large enough effect in the signal ratio, with a control signal flat, not every such curve was filed as active; inconclusive = small, poorly fitted or top-dose-only effect, or effect the other way, or a change in a side signal; the % refers to the signal ratio;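 also: potency is read from the fitted curve at half-maximal effect; plate controls were basal doxycycline-induced cells for no effect and cells given 10 µM MG132 for full effect; MG132 reads +100%, hits lower the ratio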
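Doxycycline induced both beetle luciferases in TMD8 lymphoma cells; IKK-driven degradation limits the IkappaBalpha-fused green signal, while red luminescence normalises for cell number and nonspecific effects. Compounds tested up to 46 uM, 4 hrs.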
Eya2 inh: qHTS Assay for Inhibitors of the Phosphatase Activity of Eya2. 330,000 tested, 0.006% active. Potency, µM (doses to about 76.9 µM), for the others: top-dose activity, negative = inhibition, hits mostly inhibitors. recombinant Eya2, OMFP fluorescence dephosphorylation (OMFP is methylfluorescein phosphate). Protein phosphatase EYA2 (Homo sapiens), O00167; also: potency is read from the fitted curve at half-maximal effect; % is scaled to controls: 0 for no effect and ±100 for the full control effect
Target sequence (O00167 whole entry, looked up): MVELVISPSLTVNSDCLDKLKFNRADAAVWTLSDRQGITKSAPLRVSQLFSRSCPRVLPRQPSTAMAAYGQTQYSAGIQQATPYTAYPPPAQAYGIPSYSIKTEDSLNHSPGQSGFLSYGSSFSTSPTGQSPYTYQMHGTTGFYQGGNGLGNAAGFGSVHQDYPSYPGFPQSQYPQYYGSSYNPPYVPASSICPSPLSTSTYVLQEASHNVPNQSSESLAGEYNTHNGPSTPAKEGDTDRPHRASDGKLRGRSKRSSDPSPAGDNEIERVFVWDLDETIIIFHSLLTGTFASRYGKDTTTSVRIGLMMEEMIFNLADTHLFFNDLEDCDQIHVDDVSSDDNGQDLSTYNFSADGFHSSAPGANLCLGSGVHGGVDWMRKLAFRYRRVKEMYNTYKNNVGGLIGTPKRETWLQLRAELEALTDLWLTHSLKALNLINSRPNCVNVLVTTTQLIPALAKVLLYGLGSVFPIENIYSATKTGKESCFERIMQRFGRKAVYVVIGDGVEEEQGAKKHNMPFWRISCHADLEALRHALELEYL
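Eya2 (0.2 uM) preincubated 10 min at ambient with compound, then OMFP substrate added at 50 uM; 10 min reaction in 50 mM HEPES pH 7.5, 50 mM NaCl, 5 uM MgCl2, 0.05% BSA, 1 mM DTT. Fluorescence read at Ex 485/Em 525 nm.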
a7 integrin act: qHTS for Activators of Integrin-Mediated Alleviation for Muscular Dystrophy. alpha7betagal myoblasts, beta-gal FDG fluorescence, 48 h. Potency, µM (top dose mostly 38.3 µM), for inactives: at the top dose activation, most hits filed as activators. 350,000 tested, 0.064% active. AID 624291, 2012;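 also: potency is read from the fitted curve at half-maximal effect; 100% = response of the positive control SU9516; nearly all actives have a fitted effect of over 60% in size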
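alpha7betagal+/- myoblasts (passage 13, 250/well) treated 48 h at 37C with compounds at 1:260 dilution of DMSO stock. Lysed, then beta-galactosidase activity read as FDG fluorescence (ex 480/em 540) after 30 min, with pre-read for autofluorescence.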
Mito fusion yeast: qHTS Assay for Small Molecule Inhibitors of Mitochondrial Division or Activators of Mitochondrial Fusion | 320,000 tested, 0.23% active | S. cerevisiae fusion-defective mutant growth rescue, CellTiterGlo 48 h | Potency, µM (highest dose often 46.1 µM), without a hit: at the highest dose growth rescue (activation), hits mostly activators;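 also: potency is read from the fitted curve at half-maximal effect; % of control where 0% means no effect; nearly all actives have a fitted effect of over 45% in size; temperature-sensitive fusion mutants such as fzo1-1 at 37 °C on non-fermentable ethanol glycerol medium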
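S. cerevisiae fusion-defective temperature-sensitive mutants (e.g. fzo1-1, mgm1-5) grown 48 h at 37C in YPEG (ethanol/glycerol non-fermentable) medium with 23 nl compound per well; growth rescue read as CellTiterGlo luminescence.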
Tb PFK block: qHTS Assay to Find Inhibitors of T. brucei phosphofructokinase; Potency, µM (highest dose often 57.5 µM), for the others: at the top dose activity, negative = inhibition, hits mostly inhibitors; ATP-dependent 6-phosphofructokinase (Trypanosoma brucei brucei), O15648; 330,000 tested, 0.17% active; T. brucei PFK, ADP-Glo luminescence; AID 485367, 2010;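 also: potency is read from the fitted curve at half-maximal effect; 0% = uninhibited 1x PFK enzyme wells and -100% = no-enzyme wells; nearly all actives have a fitted effect of over 60% in size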
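Luminescent ADP detection (ADP-Glo, two-step: ATP depletion then ADP-to-ATP conversion for luciferase) reported PFK activity after 45 min room-temperature reaction of 1.25 nM enzyme with 0.5 mM F6P and 0.1 mM ATP at pH 8.0.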
TCR act: Activators of T cell receptors: qHTS campaign. AID 504894, 2011. primary human leukocytes, anti-CD3, IL-2 HTRF, 48 h. 330,000 tested, under 10 active. Potency, µM (highest dose often 9.22 µM), for inactives: at the highest dose activation of IL-2 secretion, actives largely listed as activators; also: % of control where 0% means no effect
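HTRF read-out of IL-2 secretion: europium cryptate donor excited at 320nm, d2 acceptor emission at 665nm. Cells were primary human leukocytes incubated 48 hr with compounds and a-CD3 beads, supplying TCR signal only.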
PTAP TSG101 blk: qHTS Assay for Iinhibitors of HIV-1 Budding by Blocking the Interaction of PTAP/TSG101. Tumor susceptibility gene 101 protein (Homo sapiens), Q99816. Potency, µM (titrated, usually from 115 µM), inactives show at the top dose activity change, negative = inhibition, hits mostly inhibitors. 340,000 tested, under 10 active. Fluorescence polarization, FITC-PTAP peptide / Tsg101 binding. AID 493005, 2010; active = well fitted inhibition curve with a large enough effect in the main read-out, with a control signal flat, not every such curve was filed as active; inconclusive = small, poorly fitted or top-dose-only effect, or effect the other way, or a change in a side signal; inactive = no such curve, though single readings can be large or run the other way; also: potency is read from the fitted curve at half-maximal effect; % of control where 0% means no effect
Target sequence (Q99816 whole entry, looked up): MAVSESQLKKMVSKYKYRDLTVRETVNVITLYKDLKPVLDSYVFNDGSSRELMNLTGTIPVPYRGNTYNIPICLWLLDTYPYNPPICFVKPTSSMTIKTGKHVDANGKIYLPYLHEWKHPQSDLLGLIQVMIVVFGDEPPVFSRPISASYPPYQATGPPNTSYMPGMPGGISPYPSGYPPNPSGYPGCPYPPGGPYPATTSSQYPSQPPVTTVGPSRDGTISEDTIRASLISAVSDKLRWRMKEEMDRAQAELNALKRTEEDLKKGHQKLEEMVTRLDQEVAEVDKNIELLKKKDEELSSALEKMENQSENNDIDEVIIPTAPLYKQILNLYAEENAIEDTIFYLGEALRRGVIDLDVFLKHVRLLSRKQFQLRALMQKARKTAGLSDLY
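Compounds were pin-transferred onto Tsg101 binding domain (10 uM final) in HEPES pH 7.5 buffer, then FITC-PTAP peptide was added at 50 nM final. After 20 min at RT, polarization reported peptide displacement across a qHTS concentration series.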
Active calls of the source: *; u = inconclusive; x = no result given; [ ] = remark or other dose. Unless noted, calls follow the shape of the dose curve; as a rule, active = well fitted curve in the direction sought with a large enough effect; inconclusive = small, poorly fitted or top-dose-only effect, or another doubt; inactive = no such curve, though single readings can be large; an effect the other way counts as inactive or inconclusive.

Below each SMILES: S-ASM inh | AT treatment | TSHR antagonist | ELG1 DNA repair | BCR signal inh | Eya2 inh | a7 integrin act | Mito fusion yeast | Tb PFK block | TCR act | PTAP TSG101 blk
#1 Cn1c(=O)c(C(=O)CN2CCCCC2)c(N)n(Cc2ccccc2)c1=O
  -3% | 6% | 2 | -16% | -3% | -4% | 14% | -1% | 3% | 2% | -7%
#2 O=C(Cn1nnc(-c2cccs2)n1)NNC(=O)c1ccccc1Cl
  -1% | 5% | 5 | 26% | -2% | -1% | 21% | -1% | 1% | -2% | -3%
#3 CC(C)Cn1cc(C(=O)NC2CCN(Cc3ccccc3)CC2)c2c3ccccc3n(C)c2c1=O
  x | 14% | 5 | 2% | -3% | 19% | x | -2% | -3% | x | x
#4 Cc1cc(NC(=O)CSCC(=O)N2CCN(c3cccc(C)c3C)CC2)no1
  1% | 6% | -5 | -18% | -9% | -11% | -34% | 7% | 3% | 1% | -5%
#5 O=C(O)CN=C(NS(=O)(=O)c1ccc(Cl)cc1)c1ccccc1
  9% | 1% | 6 | -6% | 17% | 9% | 23% | -1% | -2% | -18% | -7%
#6 CCN1C(=O)[C@@H]2[C@@H](c3ccc(-c4ccc(F)cc4)cc3)N3CCCC[C@@]3(C(=O)OC)[C@@H]2C1=O
  -19% | 7% | -29 | u | 1% | -18% | u | 29% | -7% | 0% | 2%
#7 O=Nc1c(-c2cccc([N+](=O)[O-])c2)nc2ncccn12
  x | -4% | 15 | 12% | u | 5% | x | 1% | u | x | x
#8 O=C(NC(=S)Nc1ccc(Cl)c(C(=O)O)c1)c1cncc(Br)c1
  -5% | 6% | -11 | 2% | 5% | 16% | 33% | -1% | 1% | -3% | -5%
#9 COc1ccccc1-c1noc(CCCC(=O)Nc2ccc(C(N)=O)cc2)n1
  2% | 18% | 14 | u | -9% | 9% | -2% | -4% | 0% | 0% | 0%
#10 CCC(C)(C)NC(=O)C(c1cccn1C)N(Cc1ccc(OC)cc1)C(=O)Cn1nnc2ccccc21 (stereo not given)
  -3% | -3% | -4 | u | -11% | 1% | -40% | 11% | -3% | 9%[46.1 µM] | 0%
#11 O=C1CCCC2(O)C1C(c1cccc(Br)c1)NC(=O)N2Cc1ccccc1 (stereo not given)
  8% | 3% | 59 | 16% | 14% | -2% | 21% | 6% | 0% | -3%[46.1 µM] | -3%
#12 COc1ccc(-c2cc(=O)oc3c(C)c(O)ccc23)cc1
  25% | -6% | 1 | 8.2µM* | -4% | 5% | 20% | 9% | -6% | 1% | -6%
#13 Cc1cc(=O)oc2cc(OCC3CC(c4ccc(Br)cc4)=NO3)ccc12 (stereo not given)
  -1% | 0% | -4 | 10% | 0% | 4% | 12% | 0% | 0% | -2% | 0%
#14 COc1cc2nc(CN(C)Cc3ccc(C(C)(C)C)cc3)[nH]c(=O)c2cc1OC
  -3% | -2% | -8 | -16% | u | -1% | 5% | 0% | -7% | 6% | -3%
#15 CCOC(=O)Cc1csc(NC(=O)Cc2cccs2)n1
  -1% | 2% | 0 | 20% | u | -2% | -5% | -1% | u | 0% | 5%
#16 COc1cc(NC(=S)NC(C)(C)C)c(OC)cc1Cl
  1% | -1% | 9 | u | -3% | -9% | 22% | 2% | -6% | -3% | -4%
#17 O=S1(=O)CC(O)C(N(CCO)C(=S)Nc2ccccc2)C1 (stereo not given)
  11% | 23% | -2 | 1% | u | u | -15% | -4% | -3% | 3% | 1%
#18 CN(Cc1ccco1)c1ncnc2ccc(-c3cccnc3)cc12
  x | -7% | 6 | x | u | 10% | x | 5% | -1% | x | x
#19 CC(=O)Nc1ccc(S(=O)(=O)N2CCC(C(N)=O)(N3CCCCC3)CC2)cc1
  0% | x | 27 | x | 0% | -21% | u | 5% | -6% | 2% | 0%
#20 COC(c1ccccc1)(c1ccccc1)C(Oc1nccc(C)n1)C(=O)O (stereo not given)
  1% | -1% | -4 | 2% | 10% | 0% | 16% | 0% | 0% | 10% | 2%

Continued; it opens with the 4 that closed the last part.
Below each SMILES: S-ASM inh | AT treatment | TSHR antagonist | ELG1 DNA repair | BCR signal inh | Eya2 inh | a7 integrin act | Mito fusion yeast | Tb PFK block | TCR act | PTAP TSG101 blk
#17 O=S1(=O)CC(O)C(N(CCO)C(=S)Nc2ccccc2)C1 (stereo not given)
  11% | 23% | -2 | 1% | u | u | -15% | -4% | -3% | 3% | 1%
#18 CN(Cc1ccco1)c1ncnc2ccc(-c3cccnc3)cc12
  x | -7% | 6 | x | u | 10% | x | 5% | -1% | x | x
#19 CC(=O)Nc1ccc(S(=O)(=O)N2CCC(C(N)=O)(N3CCCCC3)CC2)cc1
  0% | x | 27 | x | 0% | -21% | u | 5% | -6% | 2% | 0%
#20 COC(c1ccccc1)(c1ccccc1)C(Oc1nccc(C)n1)C(=O)O (stereo not given)
  1% | -1% | -4 | 2% | 10% | 0% | 16% | 0% | 0% | 10% | 2%
#21 COc1ccc(-c2noc(CCCC(=O)N3CCN(c4cc(C)ccc4C)CC3)n2)cc1
  -13% | -5% | -32 | u | 8% | -8% | -12% | x | -1% | -1%[46.1 µM] | -1%
#22 CC(C)(C)c1nnc(NC(=O)c2cc(-c3ccccc3)nc3ccccc23)s1
  -12% | -5% | 4 | -9% | 2% | 3% | 15% | -8% | -29% | 3% | -6%
#23 Cc1cc(=O)oc2cc(OCC(=O)N3CCN(c4ccccc4)CC3)c(Cl)cc12
  4% | 5% | -8 | -2% | -5% | -18% | u | -4% | 0% | -6% | 1%
#24 CSc1ccc(NC(=O)Nc2cccn(Cc3ccccc3F)c2=O)cc1
  -1% | 5% | 29 | 6% | u | 6% | 11% | -1% | 5% | -1% | -1%
#25 COc1ccc2[nH]c(C)c(CCNC(=S)Nc3cc(C)ccc3C)c2c1
  3% | 9% | -5 | 6% | u | -5% | -26% | -3% | -1% | 11% | -2%
#26 Cc1ccc(S(=O)(=O)Nc2cccc(C(=O)NCC(c3ccco3)N3CCCC3)c2)cc1F (stereo not given)
  17% | 1% | -1 | -1% | 18% | 12% | 34% | 0% | 8% | -7% | 0%
#27 COc1cc(CN(C(=S)NCC(=O)O)C2CCCC2)cc(OC)c1OC
  -2% | 7% | 32 | 0% | 2% | 17% | 20% | 14% | -2% | 5% | 2%
#28 Cc1cccc(OC(=O)NCCOC(=O)N(O)c2ccc(Cl)cc2)c1
  -9% | 2% | 0 | -4% | -8% | -3% | 6% | 1% | 5% | 4%[46.1 µM] | 2%
#29 CCOC(=O)C(Cc1c(F)cccc1Cl)c1ccnc2nc(N)nn12 (stereo not given)
  -1% | -12% | -2 | 21% | 0% | 7% | u | 7% | -3% | -5% | -1%
#30 COc1ccc(CNC(=O)Cn2cnc3c(NCc4ccccc4)ncnc32)cc1
  3% | -3%[11.5 µM] | -7 | -19% | 0% | 3% | -29% | x | -2% | 2%[46.1 µM] | 0%
#31 CC[C@@H](C)[C@H](CN[C@H](CNC)C(C)C)NC[C@@H](C)c1ccc(CC(C)C)cc1
  3% | 6% | 12 | -24% | u | -2% | -52%[inhibitor] | -16% | 1% | -8% | -3%
#32 Cc1ccc(C(=O)Nc2ccc(Br)c(C(F)(F)F)c2)cc1
  -11% | -1% | -43 | u | u | -12% | -35% | -5% | -6% | 3% | 2%

Source: PubChem BioAssay
